GAA glycogen: alters human alpha-glucosidase cleavage of glycogen | P10253 | recombinant GAA, glycogen substrate, Amplex Red glucose oxidase fluorescence | Potency, µM (top dose mostly 76.4 µM), inactives show at the top dose activity change, negative = inhibition, usual class: inhibitors | 0.38% of 300,000 active;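 note: 0% = full enzyme reaction and -100% = no-enzyme basal signal; the screen sought inhibitors and activators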
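Recombinant human enzyme (4 nM); glycogen substrate; 37 C, 40 min, pH 5.0. Readout: coupled glucose oxidase/Amplex Red fluorescence.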
Tau fibril FP: tau fibrillization inhibition (FP); P10636; K18 P301L tau heparin fibrillization, Alexa594 FP, 6 h; Potency, µM (doses to about 57.7 µM), for the others: top-dose activity, negative = inhibition, actives largely listed as inhibitors; 0.39% of 280,000 active; note: % is set by controls: 0 for no effect and ±100 for the full control effect; nearly all actives have a fitted effect of over 55% in size
Target sequence (P10636 561-689 P618L limits assumed): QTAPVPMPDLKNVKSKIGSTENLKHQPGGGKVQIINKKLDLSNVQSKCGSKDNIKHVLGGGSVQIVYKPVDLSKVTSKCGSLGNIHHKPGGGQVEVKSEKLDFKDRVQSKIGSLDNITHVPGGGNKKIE
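Read-out: fluorescence polarization of Alexa 594-labeled tau (0.24 uM), 555 nm excitation, 632 nm emission. Mixtures held 15 uM unlabeled K18 P301L, compound and 20 uM heparin, pH 7 acetate buffer, incubated 6 hr at 37 C.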
GLA spleen mod: alpha-galactosidase A (human) modulation. Potency, µM (top dose mostly 80 µM), for inactives: at the top dose activity change, negative = inhibition, most hits filed as inhibitors. P06280. AID 2107. 0.008% of 240,000 active. human spleen homogenate, 4MU-alpha-Gal fluorescence, 40 min;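 note: 0% = enzyme with vehicle and -100% = no enzyme basal signal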
Target sequence (P06280 32-429 limits assumed): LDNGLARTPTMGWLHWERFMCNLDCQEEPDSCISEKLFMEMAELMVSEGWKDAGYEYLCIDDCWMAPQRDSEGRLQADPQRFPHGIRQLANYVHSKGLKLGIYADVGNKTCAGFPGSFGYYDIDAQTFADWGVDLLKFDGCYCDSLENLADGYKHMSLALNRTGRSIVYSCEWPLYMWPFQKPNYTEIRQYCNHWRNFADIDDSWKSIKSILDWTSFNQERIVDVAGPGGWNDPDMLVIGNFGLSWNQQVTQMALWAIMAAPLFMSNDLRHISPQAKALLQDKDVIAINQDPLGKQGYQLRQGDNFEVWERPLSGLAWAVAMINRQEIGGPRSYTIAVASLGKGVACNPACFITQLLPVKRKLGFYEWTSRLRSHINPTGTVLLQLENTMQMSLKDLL
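Human spleen homogenate (1 ug) as enzyme source, 4-methylumbelliferyl-alpha-D-galactopyranoside 1 mM final, citrate/phosphate pH 5.0 with 0.01% Tween-20. Compounds 40 min at 37C, NaOH/glycine stop; fluorescence Ex 365/Em 440, Hill-fit AC50.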
GAA inhib: blocks human lysosomal alpha-glucosidase | purified human GAA, 4-MU-alpha-glucoside fluorescence | Potency, µM (titrated, usually from 76.9 µM), for the others: at the highest dose activity change, negative = inhibition, most hits filed as inhibitors | 0.005% of 200,000 active | AID 1466;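 note: plate controls were uninhibited enzyme wells for no effect and no-enzyme background for full effect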
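Fluorogenic assay: 4 nM human alpha-glucosidase with 400 uM 4-methylumbelliferyl-alpha-D-pyranoside in 50 mM citrate/phosphate, 0.005% Tween-20, pH 5.0, 20 min at room temperature. Compounds tested up to 77 uM; AC50 from Hill fits.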
HTT ATP protect: Huntington cell model cytoprotection by ATP luminescence | PC12 HTT-Q103 induced, cytoprotection, ATP luminescence, 40 h | Potency, µM (top dose mostly 56.4 µM), without a hit: cytoprotection (ATP increase), hits mostly activators | 0.14% of 230,000 active | AID 1471;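 note: % of control where 0% means no effect; nearly all actives have a fitted effect of over 45% in size; toxic huntingtin expression switched on by the ecdysone agonist tebufenozide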
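Rat PC12, Q103 Htt exon1-GFP fusion, ecdysone promoter; tebufenozide inducer 100 nM final; compound titration; qHTS, 1500 cells/well; ATPlite luminescent read.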
Tau ThT inhib: tau fibrillization inhibition (ThT binding); P10636; Potency, µM (doses to about 57.4 µM), without a hit: top-dose activity, negative = inhibition, hits mostly inhibitors; recombinant tau K18 P301L, heparin-induced fibrillization, ThT fluorescence; AID 1460; 2.1% of 270,000 active; note: % is set by controls: 0 for no effect and ±100 for the full control effect; nearly all actives have a fitted effect of over 55% in size
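Aggregation was driven by heparin (20 uM final) acting on recombinant tau […] bearing P301L in 100 mM sodium acetate pH 7; fibrils were detected with Thioflavin T.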
GAA spleen mod: lysosomal alpha-glucosidase (human) modulation | Potency, µM (titrated, usually from 79.9 µM), for inactives: at the highest dose activity change, negative = inhibition, hits mostly inhibitors | P10253 | human spleen homogenate, 4-MU-alpha-glucoside fluorescence | 0.006% of 240,000 active | AID 2112;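 note: 0% = enzyme with vehicle and -100% = no enzyme basal signal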
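Human spleen homogenate (1 ug) incubated with compounds and 1 mM 4-methylumbelliferyl-alpha-D-glucopyranoside in pH 5.0 citrate/phosphate buffer, 37 C, 40 min. Stopped at pH 10; 4-MU fluorescence (Ex 365/Em 440 nm); AC50 by Hill fit.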
Tau fluor cs: counter-screen for tau fibril formation inhibitors. tau K18 P301L (four-repeat tau fragment) Alexa594 fluorescence, heparin fibrillization. Potency, µM (top dose mostly 57.7 µM), without a hit: top-dose activity change, negative = decrease. 0.93% of 280,000 active; note: % is set by controls: 0 for no effect and ±100 for the full control effect; nearly all actives have a fitted effect of over 55% in size
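Human K18 P301L tau (15 uM unlabeled plus 0.24 uM Alexa 594-labeled, final) in 100 mM sodium acetate pH 7 was mixed with compound and 20 uM heparin and incubated 6 hr at 37 C.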
Active calls of the source: *; ? = inconclusive; . = no result given; & = joins results of further samples; [ ] = remark or other dose. Calls come from the whole dose curve; as a rule, active = well fitted curve in the direction sought with a large enough effect; inconclusive = small, poorly fitted or top-dose-only effect, or another doubt; inactive = no such curve, though single readings can be large; an effect the other way counts as inactive or inconclusive. Potency is the fitted concentration of half-maximal effect.

#	mol	GAA glycogen	Tau fibril FP	GLA spleen mod	GAA inhib	HTT ATP protect	Tau ThT inhib	GAA spleen mod	Tau fluor cs
1	COC(=O)CCCn1c(C)cc(C(=O)CCl)c1C	2%	9%	2%	1%	-17%	-11%	0%	1%
2	COc1cc(NS(=O)(=O)c2ccc(NC(=O)c3ccc(C(C)=O)cc3)cc2)nc(OC)n1	9%[76.3 µM]	-4%	.	.	.	-9%	.	-7%
3	O=C(Cc1ccc(S(=O)(=O)N2CCCCC2)s1)Nc1cccc2ccccc12	6%	3%	0%	-3%	.	-3%	-6%	-18%
4	Cc1cc(C)n(-c2nc3nonc3nc2-n2nc(C)cc2C)n1	3%	-6%	2%	0%	-8%[10 µM]	-2%	0%	2%
5	O=C(Oc1cccc(NC(=O)c2cccs2)c1)c1cccc(S(=O)(=O)N2CCCC2)c1	-4%	?	-6%	-22%	-2%[10 µM]	2%	-28%	?
6	CC(=O)Nc1ccc(Cl)cc1C1COC(=O)C1=N (configuration not stated)	-2%	1%	2%	1%	.	4%	2%	8%
7	c1ncn(C23CC4CC(CC(C4)C2)C3)n1	1%	-6%	5%	1%	.	-5%	4%	-3%
8	CCOc1cc(/C=C/c2nc3ccccc3s2)ccc1OCC(=O)N1CCOCC1	1%	?	27%	10%	35%[10 µM]	?	-3%	-24%
9	CCN1C(=O)C(C(=O)c2ccccc2)SC1=S (configuration not stated)	-18%	1%	-12%	-5%	-32%[inhibitor]	-19%	1%	-4%
10	Cc1cc(Nc2ccccc2F)n2ncnc2n1	4%	-8%	0%	-2%	-14%	-4%	4%	3%
11	Cc1cc(Cl)n2ncc(-c3ccccc3)c2n1	-1%	0%	0%	-6%	4%[10 µM]	?	-2%	-19%
12	O=C(CC(Nc1ccc(F)cc1)c1ccccc1)c1ccccc1 (configuration not stated)	-4%	2%	6%	-5%	15%[10 µM]	-10%	3%	?
13	CCOc1cc(CN2CCC(CO)(Cc3cccc(C(F)(F)F)c3)CC2)ccc1OC	-11%	-1%	0%	-12%	-2%[10 µM]	-12%	-3%	-13%
14	COc1ccc(NC(=O)c2ccc3nc(-c4ccccc4)c(-c4ccccc4)nc3c2)c(OC)c1	5%	6%	-2%	10%	-40%[10 µM]	-1%	-2%	-11%
15	COc1cc(C2NC(=O)NC(C)=C2C(=O)OCC2CCCO2)cc(OC)c1OC (configuration not stated)	4%	1%	-2%	0%	8%[10 µM]	-10%	0%	-15%

Full records as entered above. Values in the order: GAA glycogen | Tau fibril FP | GLA spleen mod | GAA inhib | HTT ATP protect | Tau ThT inhib | GAA spleen mod | Tau fluor cs
Cc1cc(C)n(-c2nc3nonc3nc2-n2nc(C)cc2C)n1 is listed with 3% | -6% | 2% | 0% | -8%[10 µM] | -2% | 0% | 2%
COC(=O)CCCn1c(C)cc(C(=O)CCl)c1C is listed with 2% | 9% | 2% | 1% | -17% | -11% | 0% | 1%
CCOc1cc(/C=C/c2nc3ccccc3s2)ccc1OCC(=O)N1CCOCC1 is listed with 1% | ? | 27% | 10% | 35%[10 µM] | ? | -3% | -24%
O=C(Cc1ccc(S(=O)(=O)N2CCCCC2)s1)Nc1cccc2ccccc12 is listed with 6% | 3% | 0% | -3% | . | -3% | -6% | -18%

The list goes on.
#	mol	GAA glycogen	Tau fibril FP	GLA spleen mod	GAA inhib	HTT ATP protect	Tau ThT inhib	GAA spleen mod	Tau fluor cs
16	O=C(C1COc2ccccc2O1)N1CCN(Cc2ccc3c(c2)OCO3)CC1 (configuration not stated)	12%	-5%	-3%	-7%	-11%	-7%	5%	1%
17	CCCCc1c(C(=O)O)cc(OC)cc1C(=O)O	-7%	-4%	5%	6%	-5%	-8%	5%	1%
18	Cc1cccc(S(=O)(=O)Nc2nc3ccccc3nc2NCC2CCCO2)c1 (configuration not stated)	-10%	-1%	-6%	2%	-11%[10 µM]	-11%	-5%	-17%
19	CCOC(=O)C1(Cc2ccc(OC)cc2)CCN(C(=O)c2ccoc2C)CC1	-6%	-1%	6%	-5%	-30%[inhibitor]	-10%	4%	-2%
20	Cc1nc(C)c(C(=O)NCc2ccc(Cl)cc2)o1	0%	-6%	-7%	-5%	-6%	-10%	-5%	-9%
21	CCN(CCC(=O)Nc1ccc(Br)c(C)c1)Cc1ccccc1	-20%	-6%	0%	?	-24%	?	-5%	?
22	CCC1CN(C(=O)N2CCC(C(=O)NCc3ccco3)CC2)c2cc(C)ccc2O1 (configuration not stated)	-16%&9%[76.3 µM]	2%	.	.	.	?	.	-27%
23	O=c1cc(Cc2nnc(SCc3ccccc3)n2-c2ccc(Cl)cc2)[nH]c(=O)[nH]1	4%	10%	-6%	6%	-18%	3%	-15%	6%
24	Cc1ccc2c(CC(=O)N3CCN(c4cccc(Cl)c4)CC3)coc2c1C	-5%[76.3 µM]	?	.	.	.	?	.	?
25	CCOCCCNC(=O)NC12CC3CC(CC(C3)C1)C2	4%	9%	4%	-5%	27%	6%	5%	6%
26	O=C(NCCc1c[nH]c2ccccc12)Nc1cccc2ccccc12	-6%	15%	7%	4%	-7%	?	1%	?
27	CC(NC(=O)COC(=O)/C=C/c1ccc(Cl)cc1)c1ccccc1 (configuration not stated)	1%	2%	-4%	-2%	-1%[10 µM]	-4%	-6%	9%
28	CCOC(=O)C1CCN(S(=O)(=O)c2ccc(Cl)nc2)CC1	0%	3%	-18%	.	23%[10 µM]	-1%	-2%	-4%
29	COCCCN1CCN(C2Cc3ccccc3Sc3ccc(Cl)cc32)CC1 (configuration not stated)	-4%	-13%	-21%	?	22%[10 µM]	?	-3%	-18%
30	COc1cccc(/C(C)=N/NC(=O)c2cc(-c3cccnc3)nc3ccccc23)c1	-20%	-9%	13%	-2%	-4%[10 µM]	?	3%	-21%
31	COc1ccc(C(=O)NCC(=O)OCC(=O)Nc2c(C)n(C)n(-c3ccccc3)c2=O)cc1	-7%	6%	2%	5%	18%	-9%	2%	-1%
32	CCc1cc(C(=O)NNC(=S)Nc2ccccc2C)cs1	?	4%	8%	-8%	-22%[10 µM]	9%	0%	7%
33	COc1ccc(C)cc1S(=O)(=O)Nc1cccc(C)c1	0%	2%	1%	-2%	.	-4%	6%	-11%
34	CCOC(=O)c1sc(NC(=O)CN2CCCC2)c(C(=O)OCC)c1C	-7%	-6%	2%	-3%	-28%	-5%	-1%	-9%
35	Cc1ccc(NS(=O)(=O)c2cccc3nsnc23)cc1	3%	-1%	5%	-8%	-1%[10 µM]	?	1%	-19%
36	CCc1ccc(-n2nc3cc(C)c(NC(=O)c4cccc5ccccc45)cc3n2)cc1	-11%[76.3 µM]	-5%	.	.	.	1%	.	-6%
37	CCS(=O)(=O)Nc1cccc(C2=NN(C(C)=O)C(c3cccs3)C2)c1 (configuration not stated)	-12%	2%	2%	5%	12%	3%	-5%	-4%
38	CCN(CC)S(=O)(=O)c1ccc2[nH]cc(C(=O)NCCCN3CCCCC3)c(=O)c2c1	0%	0%	3%	-3%	.	9%	-9%	9%
39	Cc1cc(=O)n2[nH]c(NCc3c(F)cccc3Cl)nc2n1	-7%	-1%	-4%	9%	7%[10 µM]	-2%	-10%	-1%
40	COc1ccccc1N1CCN(C(=O)c2cc(-c3ccc(Cl)cc3)on2)CC1	-2%	0%	-9%	-7%	-25%	-21%	-10%	-11%
41	Cc1ccccc1NC(=O)CN1C(=O)N/C(=C\c2cccn2-c2cccc(C(=O)O)c2)C1=O	13%	8%	-10%	1%	6%[10 µM]	-15%	-8%	2%
42	Cc1nnc(SCC(=O)Nc2ncc(Cl)cc2Cl)n1Cc1ccccc1	4%	-6%	0%	0%	-7%[10 µM]	-4%	1%	-15%
43	COc1ccccc1NC(=S)NC(NC(=O)C(C)C)C(Cl)(Cl)Cl (configuration not stated)	0%	-7%	12%	-5%	-11%[10 µM]	0%	-1%	-3%
44	Cc1ccc(S(=O)(=O)N(c2ccccc2)C2CCS(=O)(=O)C2)cc1 (configuration not stated)	-7%	7%	0%	-4%	6%	-9%	-10%	3%
45	Cc1cc(Cl)ccc1OCC(=O)N1CCC(c2nc3ccccc3s2)CC1	5%[76.3 µM]	-1%	.	.	.	?	.	-11%
46	CCOc1cc(N2CCOCC2)c(OCC)cc1NC(=O)COC(=O)CCc1c[nH]c2ccccc12	-4%	12%	-1%	-3%	-22%[0.074 µM]	-17%	1%	?
47	O=C(NCCC1=CCCCC1)C1CCN(S(=O)(=O)c2cccc3nsnc23)CC1	6%	9%	-1%	-2%	12%[10 µM]	4%	-8%	7%
48	O=C(Nc1ccccc1N1CCN(C(=O)c2ccc(Cl)cc2)CC1)c1cccnc1	4%	5%	8%	-3%	-11%	-4%	0%	-16%
49	COC(=O)C1CCCN1C(=O)c1cccs1 (configuration not stated)	2%	10%	1%	-10%	-17%[0.074 µM]	-1%	-1%	8%
50	COc1cccc(C(=O)N(Cc2sccc2C)C2CCS(=O)(=O)C2)c1 (configuration not stated)	2%[76.3 µM]	-5%	.	.	.	8%	.	-1%
51	CC(C)(C)OC(=O)NCCc1nnc(SCC(N)=O)o1	9%	1%	3%	7%	-9%[0.074 µM]	-3%	-10%	5%
52	Cc1ccc(C)c(NS(=O)(=O)c2cc(C(=O)N3CCc4ccccc4C3)ccc2Cl)c1	-3%	-11%	2%	-6%	-56%[inhibitor]	-13%	1%	-21%
53	COC(=O)CSc1nc2c(c(=O)[nH]c(=O)n2C)n1CCC(C)C	-9%	-4%	5%	-2%	11%[10 µM]	0%	1%	2%
54	CCOc1cc2[nH]c(=S)n(C3CCN(Cc4ccccc4)CC3)c(=O)c2cc1OCC	5%	-4%	-6%	8%	-18%	-12%	-9%	-15%
55	Cc1ccc(-n2ncc3c(NCCCN4CCCC4=O)ncnc32)c(C)c1	6%	-7%	-2%	1%	.	-3%	1%	-5%
56	O=C(NCc1ccccc1)NC1(C(=O)N2CCCC2)CCCCC1	0%	-11%	1%	-13%	11%	2%	-5%	-3%

Random draw from the library; about 3.3% have a hit in one of these screens.
